Assay outcomes from PubChem BioAssay.
UTI89 phage lysis = inhibition of K1F phage lysis, E. coli UTI89, bacterial capsule biogenesis inhibitors, alamar blue (AID 488966) | inhibition, % at 100 µM, or IC50 in µM where a hit was titrated | E. coli UTI89 K1F phage lysis, alamar blue, 2 h; higher % means a stronger effect | 340,000 tested, 0.02% active;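 active means phage lysis inhibition, versus mean bacterial control, above a set limit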;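 further: capsule biogenesis inhibitors block K1F phage lysis so surviving cells raise fluorescence; higher fluorescence means more inhibition of phage lysis; actives were called in the ten point dose series up to 300 µM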
GPR35 arrestin U2OS = GPR35 antagonists blocking zaprinast-driven arrestin recruitment, primary screen, imaging, U2OS, beta-arrestin-GFP, zaprinast agonist (AID 2058); U2OS GPR35 beta-arrestin-GFP translocation imaging, zaprinast antagonism; higher % means a stronger effect; inhibition, % at 10 µM, or IC50 in µM where a hit was titrated; 290,000 tested, 0.052% active;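 active means inhibition of at least 50% with at least 30 cells and total cytoplasm GFP at most 10,000,000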
Salmonella PhoP GFP = inhibitors of PhoP regulon expression, primary screen, Salmonella Typhimurium, GFP reporter (AID 1863); 300,000 tested, 0.16% active; S. Typhimurium PhoP-regulated promoter GFP reporter, 4 h; higher % means a stronger effect; one-dose inhibition, % at 50 µM; IC50 in µM for titrated hits;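 active means inhibition over 29.93%, a cutoff 3 SD above the screen mean, later confirmed by dose response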;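 further: 0% = low Mg2+ inducing control and 100% = high Mg2+ repressing control; strong numbers were not always called active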
SV40 large T antigen = TAg ATPase/helicase activity blockers – biochemical (AID 1903) | SV40 large T antigen ATPase/helicase inhibition assay; higher % means a stronger effect | inhibition, % at 20 µM, or IC50 in µM where a hit was titrated | 310,000 tested, 0.39% active; in the data active means a potency from the dose series; further: strong numbers were not always called active
GPR55 LPI antagonism = GPR55 antagonists blocking LPI-driven arrestin recruitment, primary screen, imaging, U2OS, beta-arrestin-GFP, LPI agonist (AID 2013); one-dose inhibition, % at 10 µM; IC50 in µM for titrated hits; U2OS GPR55 beta-arrestin-GFP translocation imaging, LPI antagonism; higher % means a stronger effect; 290,000 tested, 0.13% active;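 active means spots per cell inhibited over 60%, with over 100 cells counted and total cytoplasm intensity under 500,000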;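 further: U2OS cells stably carrying GPR55 and arrestin-GFP stimulated by 5 µM LPI near EC80; imaged beta-arrestin-GFP aggregate spots per cell after agonist stimulation; plate controls were LPI-stimulated DMSO wells for no effect and DMSO wells without LPI for full effect; some results filed as inactive read as strong as hits; confirmed hits need IC50 under 10 µM and bright autofluorescent wells are also inconclusive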
HIV fusion peptide = inhibitors of HIV fusion peptide binding, primary screen, biochemical, uHTS, fluorescence dequenching (AID 1986); cell-free peptide binding, fluorescence dequenching, 30 min; higher % means a stronger effect; inhibition, % at 20 µM, or IC50 in µM where a hit was titrated; 290,000 tested, 0.3% active; in the data active means inhibition mostly above about 52%, no sharp cut-off; inactive means mostly below about 76%; further: some results filed as inactive read as strong as hits
RSV antiviral HEp-2 = RSV antiviral activity via CPE protection, HEp-2 cells, primary 10 µM value included (AID 2391). HEp-2 cells, RSV-induced CPE inhibition; higher % means a stronger effect. CPE inhibition, % at 10 µM; hits with a dose series show IC50 in µM. 310,000 tested, 0.13% active; in the data active means a potency from the dose series; further: strong numbers were not always called active
NS5 inhibitors = flavivirus cap methylation enzyme inhibition – biochemical, confirmation dose response, primary screen (AID 588689); inhibition, % at 25 µM, or IC50 in µM where a hit was titrated; Dengue-2 NS5 methyltransferase capping enzyme assay, biochemical; higher % means a stronger effect; 340,000 tested, 0.3% active; in the data active means a potency from the dose series
Rac1 GTP hydrolysis = MgcRacGAP GTPase-activating activity inhibitors, confirmation, biochemical, ADP Hunter fluorescence. MgcRacGAP-stimulated Rac1 GTP hydrolysis, ADP Hunter fluorescence; higher % means a stronger effect; GST-tagged Rac1 F28L mutant substrate. inhibition, % at 30 µM; hits with a dose series show IC50 in µM. 340,000 tested, 0.6% active. AID 624330;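 active means first-screen hits whose inhibition reached a set limit at any dose in the follow-up dose series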;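 further: fluorescence reports GDP produced by GAP-driven GTP hydrolysis; strong numbers were not always called active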
* = called active by the depositor; nt = not tested or not shown; [ ] = another dose, or the depositor's remark.

Molecule | UTI89 phage lysis | GPR35 arrestin U2OS | Salmonella PhoP GFP | SV40 large T antigen | GPR55 LPI antagonism | HIV fusion peptide | RSV antiviral HEp-2 | NS5 inhibitors | Rac1 GTP hydrolysis
C=Cn1nc(C)c2ccccc2c1=O | -0.2% | -7% | 10% | 0% | -10% | 2.6% | 1.5% | -5% | 8%
CC1CN(c2nc3ccccc3nc2C(C#N)C(=O)NCc2ccc3c(c2)OCO3)CC(C)O1 (centres undefined) | 0.8% | -18% | -4% | 5% | 7% | 16% | 6.9% | -13% | 0%
O=C(c1cc[n+]([O-])cc1)N1CCCC(N2CCN(c3cccc(C(F)(F)F)c3)CC2)C1 (centres undefined) | 0.1% | 19% | 6% | 1% | 2% | -0.7% | 0.5% | -1% | 8%
CCOC(=O)N1CCN(C(=O)CSc2nc(=O)n3cccc(C)c3n2)CC1 | 0.4%[50 µM] | nt | -3% | 11% | nt | nt | 0.1% | 1% | 7%
Cc1occc1-c1nnc(SCC(=O)N2CCCc3ccccc32)n1Cc1ccco1 | 2.4% | -10% | 4% | 10% | 24% | 7.8% | nt | -10% | 9%
Cc1ccc(CC2SC(N=C(N)N)=NC2=O)cc1 (centres undefined) | 0.1% | 2% | -1% | 6% | 2% | -0.9% | 5.3% | -4% | -3%
c1ccc(Nc2n[nH]nc2-c2ccccc2)cc1 | 15% | -11% | 6% | 19% | 0% | 15% | -1.2% | 4% | 9%
Cc1cccc(N=C2NN=C(c3ccc4c(c3)OCCO4)CS2)c1 | 1.8% | -2% | -1% | 17% | 6% | -0.4% | 4.4% | -2% | 5%
Cc1oc2ncnc(N)c2c1C | 0.1% | 1% | -6% | 0% | -2% | 13% | 3.6% | 5% | 7%
C[n+]1c2n(c3ccccc31)N=C(c1ccc(-c3ccccc3)cc1)CS2 | 0.5% | 1% | nt | nt | 10% | 0.7% | -0.5% | 2% | 16%
CC(C)NC(=O)c1cc2n(n1)C(C(F)(F)F)CC(c1ccco1)N2 (centres undefined) | 0.3% | 10% | -2% | -1% | 6% | -1.8% | 2.2% | -10% | 5%
Cc1noc(C)c1COc1ccc(C(=O)OCC(=O)Nc2cccc(S(=O)(=O)N3CCOCC3)c2)cc1 | 2.5%[50 µM] | -5% | 3% | 9% | 7% | 0.6% | 4.4% | 1% | 10%
CCC(Sc1ncccc1C(=O)OC(C)C)C(=O)N1CCOCC1 (centres undefined) | 2.9% | -7% | 33% | 22% | -15% | -1.5% | 2.4% | -1% | 5%
CN(C)c1ccc(/C=N/N=C/c2ccccc2O)cc1 | 0.1% | 5% | 0% | 24% | 4% | -1.3% | 1.8% | -1% | 3%
COC(=O)c1cc(C(=O)OC)cc(N2C(=O)CC(N3CCN(c4ccccc4)CC3)C2=O)c1 (centres undefined) | 0.1% | 1% | -2% | -1% | 9% | -1.3% | nt | 0% | 6%
CC(NC(=O)CN1CCN(c2ccc(Cl)cc2)CC1)c1ccccc1 (centres undefined) | 0.4% | 8% | -2% | 11% | 7% | -1.2% | 7.1% | 4% | 7%
COc1ccccc1/C(C)=N/Oc1cc(N)cc([N+](=O)[O-])c1 | -0.1%[50 µM] | nt | nt | nt | nt | nt | 2.3% | -1% | 5%
CCOC(=O)CCC(=O)Nc1cccc([N+](=O)[O-])c1 | 4.4% | 5% | 12% | 2% | -10% | -0.4% | 1.5% | -9% | 5%
CCN(c1ccc(C)c(C)c1)S(=O)(=O)c1c(C)[nH]c(=O)[nH]c1=O | 0.4%[50 µM] | -5% | -10% | 5% | 2% | 1.5% | -1.3% | 6% | 1%
COc1ccc(NC(C)=O)cc1S(=O)(=O)NCCc1ccccn1 | 4.7% | nt | nt | nt | nt | nt | 0.7% | -3% | 6%

Overlap with the part before: 2 entries, followed by the next part.
Molecule | UTI89 phage lysis | GPR35 arrestin U2OS | Salmonella PhoP GFP | SV40 large T antigen | GPR55 LPI antagonism | HIV fusion peptide | RSV antiviral HEp-2 | NS5 inhibitors | Rac1 GTP hydrolysis
CCN(c1ccc(C)c(C)c1)S(=O)(=O)c1c(C)[nH]c(=O)[nH]c1=O | 0.4%[50 µM] | -5% | -10% | 5% | 2% | 1.5% | -1.3% | 6% | 1%
COc1ccc(NC(C)=O)cc1S(=O)(=O)NCCc1ccccn1 | 4.7% | nt | nt | nt | nt | nt | 0.7% | -3% | 6%
CC(C)(C)C(=O)N1N=C(c2cccc(NS(C)(=O)=O)c2)CC1c1cccs1 (centres undefined) | 0.0% | -7% | -7% | 1% | -13% | -0.9% | 11% | -5% | 12%
NC(=O)C1CC12c1ccccc1-c1ccccc12 (centres undefined) | 0.0% | 4% | 26% | 0% | 4% | -0.7% | 1.4% | 2% | 3%
O=C(COc1ccc(Br)cc1)N1CCOCC1 | 0.8% | 5% | 7% | 5% | 10% | -0.2% | 2.2% | -5% | 0%
Cc1ccc(-c2noc(-c3cc4ccccc4oc3=O)n2)cc1 | -0.1% | 13% | -4% | 7% | 1% | 0.3% | 3.0% | 3% | 13%
COc1ccc(NC(=O)CC2C(=O)N(c3ccc(OC)cc3)C(=O)N2C(C)C)cc1 (centres undefined) | 6.1% | 4% | 6% | 0% | -8% | -2.0% | 0.4% | -9% | 5%
CC(=O)c1ccc(OCC(C)C)c(CC(C(N)=O)C(N)=O)c1 | 0.1% | 0% | -2% | -2% | -5% | 0.6% | 2.4% | -3% | 10%
CCOC(=O)CCP(=O)(O)C(O)(c1ccccc1)c1ccccc1 | 1.1% | 1% | 7% | -3% | 0% | 1.2% | 0.7% | -7% | 5%
CCc1ccccc1NC(=O)N1CCC(NC(=O)C(Cc2ccc(OC)c(OC)c2)NC(C)=O)CC1 (centres undefined) | 0.1% | -4% | -1% | 1% | 5% | -3.1% | 2.1% | -6% | 1%
Cc1cccc2cc(CN(Cc3ccc(F)cc3)C(=O)N(C)C)c3nnnn3c12 | 0.6% | -9% | -3% | 3% | 4% | 0.2% | 22% | 2% | 1%
COc1cc(SC)ccc1C(=O)Nc1ncc(Cl)cc1Cl | -0.1% | -5% | 2% | -3% | -7% | 1.3% | -3.2% | 4% | 14%
O=C(NC1CC2CCCC(C1)N2Cc1ccccc1)C1CCCCC1 (centres undefined) | 0.8% | 9% | 8% | 7% | 10% | -0.3% | -2.9% | -11% | 8%
Nc1ccc(S(=O)(=O)NCC(=O)OCCOc2ccccc2)cc1[N+](=O)[O-] | 1.3%[50 µM] | nt | 0% | 15% | nt | nt | 0.2% | 1% | 11%
CC1(C)CC(=O)C=C(NC2CCCC(O)C2)C1 (centres undefined) | -0.1% | nt | -5% | 6% | nt | nt | 1.8% | 1% | 6%
COc1ccc(CCNCc2csc3nc4ccccc4n23)cc1OC | 11% | 8% | 12% | 5% | 5% | 3.1% | 2.6% | -1% | 6%
COC(=O)c1cccc(NC(=O)c2cc(OC)c(OC)c(OC)c2Br)c1 | 0.2% | -6% | 6% | 1% | 4% | -1.6% | -0.9% | -8% | 4%
COc1ccc2[nH]c(CN3CCN(CCC(C)C)C(CCO)C3)c(C)c2c1 (centres undefined) | -0.7% | -12% | -5% | 7% | 3% | 1.3% | -2.3% | -9% | 4%
CCN(CC)S(=O)(=O)c1ccc2c(c1)nc(SCC(N)=O)n2-c1ccc(OC)cc1 | -0.1% | 2% | -8% | 13% | -8% | -1.3% | 3.4% | -2% | 7%
CCn1nc(C)c(CN2CCC(C(=O)Nc3cccc(-c4cccc(F)c4)c3)CC2)c1C | 0.1% | -1% | 5% | 5% | 3% | -2.1% | 5.8% | -12% | 11%
CC(C)(C)OC(=O)COc1cc(F)ccc1[N+](=O)[O-] | 2.1% | nt | nt | 11% | nt | nt | 0.0% | -9% | 7%
Cc1ccc(S(=O)(=O)N(C(=O)c2ccncc2)c2ccc(OC(=O)c3ccncc3)cc2)c(C)c1 | 2.2% | -8% | -17% | 23% | -2% | -0.4% | 0.7% | -50% | 20%
CCOCCCNC(=O)C1CCCN(S(=O)(=O)CC)C1 (centres undefined) | 0.1% | -10% | -9% | 2% | 10% | 0.6% | 2.7% | 3% | 12%
CN1CCN(c2nc3c(c(=O)[nH]c(=O)n3C)n2CCCSc2nnnn2-c2ccccc2)CC1 | 1.0% | 5% | 2% | -1% | -5% | 2.6% | 1.0% | 4% | 4%
COc1ccc(Oc2c(C)oc3c(CN4CCOCC4)c(O)ccc3c2=O)cc1 | 0.0% | 3% | -9% | 2% | 11% | -1.3% | 1.7% | 1% | 14%
COc1ccc(-c2nc(N3CCN(C)CC3)sc2-c2ccc(OC)cc2)cc1 | 1.0% | -5% | 1% | 10% | 6% | -2.5% | 0.6% | 5% | -5%
N#CCSc1nc(N)c(C#N)c(C2CCCCC2)c1C#N | -0.2% | -6% | -7% | 9% | 11% | -2.0% | 13% | -14% | 0%
Cc1cccc(NC(=O)C2CCN(S(=O)(=O)c3ccc4c(c3)NC(=O)CO4)CC2)c1 | 0.2% | 13% | 11% | 9% | 11% | -0.5% | 1.5% | 1% | 8%
CC(=O)N1CCN(C(=O)CCCNC(=O)c2ccc(Cl)cc2)CC1 | 1.6%[50 µM] | 16% | -6% | 24% | 2% | 0.8% | 0.5% | -6% | 4%
O=C(Nc1ccc(N2CCN(C(=O)c3ccc(Cl)cc3)CC2)cc1)c1ccc(Br)o1 | 1.0% | 10% | 9% | 10% | 8% | -1.8% | 0.3% | 8% | 10%
O=C(CN1CCN(Cc2ccccc2Cl)CC1)N/N=C/c1ccco1 | -0.4% | 0% | -5% | 15% | 7% | -0.1% | -1.0% | 1% | 4%
CCOc1ccc(S(=O)(=O)N2CCC(C(=O)NCc3ccco3)CC2)cc1 | 1.4%[50 µM] | 0% | -2% | 6% | 18% | 1.1% | 1.2% | -2% | 11%
Cc1oc(-c2ccc3c(c2)OCCO3)cc1C(=O)NC(Cc1ccccc1)C(=O)O (centres undefined) | 0.1% | 0% | 3% | 10% | 10% | 9.1% | 5.0% | 0% | 12%
CCOc1ccc(CSC(=N)N)cc1Cl | 0.3% | 8% | 10% | 11% | 17% | 0.0% | 0.7% | -5% | -6%
CCOC(=O)c1ccc(NC(=S)N(CCN2CCCCCC2)Cc2cccs2)cc1 | 2.8% | -10% | 5% | 6% | 7% | -1.5% | 0.4% | -1% | 4%
N#CCCn1cc(C(N)=O)c(-c2cccs2)n1 | 0.2% | -2% | 3% | 9% | -22% | 0.1% | 1.1% | -3% | -1%
CC(NS(=O)(=O)c1ccc(OCC(=O)N2CCCC2)cc1)c1ccccc1 (centres undefined) | 0.5% | -18% | 0% | 9% | -2% | -1.5% | 0.9% | -2% | 6%
O=C(CNC(=O)c1ccccc1F)OCn1nnc2ccccc2c1=O | 0.7%[50 µM] | nt | nt | nt | nt | nt | 1.0% | 0% | 6%
Cc1ccc(/C=C/C(=O)Nc2cccc3ncccc23)o1 | -2.1% | -9% | -14% | 13% | 13% | 4.4% | -0.9% | -5% | 6%
CN(CC(=O)Nc1cccc(F)c1)CC(=O)N(C)CC(=O)Nc1ccccc1Br | 0.8%[50 µM] | nt | nt | nt | nt | nt | 1.1% | -4% | 0%
